Source: PubChem
SKBR3 24h inh: SK-BR-3 proliferation inhibitors | SK-BR-3 viability, CellTiter-Glo ATP luminescence, 24 h; hits give low values | viability, % at 10 µM | actives 0.47% (n = 41,000) | AID 847;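 active = viability at or below the median of all test compounds minus 3 SD, in both replicates if run twice, cut at about 45% in these data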;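 note: 100% = median untreated cell wells and 0% = median positive control drug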
Numbers without * were called inactive; & = joins results of further samples. An excerpt. The share of hits here may be higher or lower than overall.

SMILES | SKBR3 24h inh
O=C(CNS(=O)(=O)c1cccs1)N1CCC2(CC1)OCCO2 | 104
COc1ccc(CC[n+]2cc(/N=C(\C)[O-])on2)cc1OC | 110
CNCCc1nc(N)n[nH]1 | 93
CCCCn1c(O)c(C(C)=NCCc2ccccc2)c(=O)[nH]c1=O | 96
CN1CCc2nc3sc(C#N)c(N)c3c(-c3cccs3)c2C1 | 105
N#CC1=C(N)Oc2c(c(=O)oc3ccccc23)C1c1cccnc1 (stereo not given) | 62
C=CCn1c(O)c(C(CC)=Nc2ccc(N(CC)CC)cc2)c(=O)[nH]c1=O | 83
CC(C)[C@@]1(NC(=O)[C@@H]2C=C3c4cccc5[nH]cc(c45)C[C@H]3N(C)C2)O[C@@]2(O)[C@@H]3CCCN3C(=O)[C@H](Cc3ccccc3)N2C1=O | 90
O=c1[nH]c(=O)n(CCc2ccccc2)c(O)c1C=NCCN1CCNCC1 | 88
CCOC(=O)C1SC2(C(F)(F)C(F)F)CC1(O)c1c(c(OC)c3occc3c1OC)O2 (stereo not given) | 99
COC(=O)c1cc(COc2cc(C)cc3oc(=O)c4c(c23)CCC4)c(C)o1 | 95
CC(C)Cn1cc(C(=O)N2CCC3(CC2)OCCO3)c2c3ccccc3n(C)c2c1=O | 68
COc1ccc2[nH]cc(CCN(C)C)c2c1 | 91
CCCCn1c(O)c(C(C)=NCc2ccc(F)cc2)c(=O)[nH]c1=O | 93
C[N+]12CN3CN(CN(C3)C1)C2 | 97
O=c1c2ccccc2nc(-c2ccco2)n1-c1ccncc1 | 92
CCN1CCN(Cc2nnnn2C(C)(C)C)CC1 | 90
O=C(Nc1ccccc1OC(=O)N1CCOCC1)N1CCOCC1 | 89
CCCCn1c(O)c(C=NC2CCCCC2N)c(=O)[nH]c1=O (stereo not given) | 96
Cc1ccc2c(c1)C1CN(C)CCC1N2C(=O)c1ccco1 (stereo not given) | 125
COc1ccc2c(c1)c(C(=O)CN1CCN(C)CC1)c(C)n2Cc1ccccc1 | 74
O=C1C2CCN(CC2)C1Cc1ccc(OCCOc2ccccc2)cc1 (stereo not given) | 94
COc1ccc(CCn2c(O)c(C=NCCCN(C)C)c(=O)[nH]c2=O)cc1OC | 91
C#CCN(C)C(C)Cc1ccccc1 (stereo not given) | 90
CC1CC2(O)c3nonc3CCC2N1O (stereo not given) | 100
CCCCCCn1c(N)c(C(=O)NCCN2CCOCC2)c2nc3ccccc3nc21 | 2.3*
CCC(=NCC1CCCO1)c1c(O)n(-c2ccccc2)c(=O)[nH]c1=O (stereo not given) | 71
CC(=O)OC1(c2ccccc2)CCN(C)C2CCCCC21 (stereo not given) | 82
Cc1cccc(N2CCc3c2nc2ccccc2c3N)c1 | 80
OCCNc1c2c(nc3ccccc13)CCCC2 | 84
CCCC[n+]1cc(/N=C(\[O-])OC)on1 | 109
CCC(=NCCN1CCOCC1)c1c(O)n(-c2ccccc2C)c(=O)[nH]c1=O | 95
CC(=NCc1ccc(F)cc1)c1c(O)n(C)c(=O)n(C)c1=O | 97
Cc1ccc(Cn2nnnc2CN2CCC(n3nnc4ccccc43)CC2)cc1 | 65
COc1ccc2c(c1)CC1(CN2C)C(=O)NC(=O)N(c2ccc(F)cc2)C1=O (stereo not given) | 98
Cc1cc(C)c(C2=NOC(O)(C(F)(F)F)C2)c(=O)[nH]1 (stereo not given) | 90
FC(F)(F)c1ccc2c(c1)ncn2C1CCN(Cc2nnnn2C2CCCCC2)CC1 | 96
O=C(c1cc(Br)ccc1Cl)N1CCC2(CC1)OCCO2 | 85
O=C1NC(=O)C(CCc2ccncc2)(c2ccccc2)C(=O)N1 | 91
CCC(C)NC(=O)c1c(N)n(Cc2ccc3c(c2)OCO3)c2nc3ccccc3nc12 (stereo not given) | 82
COc1ccccc1-n1c(O)c(C=Nc2c(C)n(C)n(-c3ccccc3)c2=O)c(=O)[nH]c1=O | 58
O=c1[nH]c(=O)n(CCC2=CCCCC2)c(O)c1C=NCc1cccnc1 | 80
CCCCCCn1c(=O)c(C(=O)Nc2ccncc2)c(O)c2ccccc21 | 120
CCCCN1CCC(C#N)(Nc2ccccc2)CC1 | 75
CCOC(=O)C1=C(C)OC(N)=C(C#N)C12C(=O)Nc1ccc(C)cc12 (stereo not given) | 84
CCCNS(=O)(=O)c1ccc(OCC(=O)N2CCN(Cc3ccccc3)CC2)cc1 | 75
CC(=NCCN1CCOCC1)c1c(O)n(-c2ccccc2C)c(=O)[nH]c1=O | 97
CC1CCC(NCCc2ccc3c(c2)OCO3)CC1 (stereo not given) | 81
COc1ccc(C2C(C(=O)N3CCC4(CC3)OCCO4)CC(=O)N2c2ccc(OC)cc2)cc1 (stereo not given) | 82
O=C(O)CP(=O)(O)c1ccc(Cl)cc1 | 103
C=CCOC(=O)C1=C(C)OC(N)=C(C#N)C12C(=O)N(CN1CCOCC1)c1ccccc12 (stereo not given) | 92
Cc1ccc(S(=O)(=O)N(C)CCCC(=O)N2CCN(c3ccccn3)CC2)cc1 | 115
CCCCn1c(=O)c(C(=O)Nc2cnccn2)c(O)c2ccccc21 | 121
COCCCn1c(N)c(C(=O)OC(C)COC)c2nc3ccccc3nc21 (stereo not given) | 80
N[C@@H](Cc1c[nH]c2ccccc12)c1nnc(SCc2ccccc2)o1 | 104
O=C1CCCC2=C1C(c1cccnc1)Nc1ccccc1N2 (stereo not given) | 97
OC1(c2ccc(F)cc2)CC2CCC(C1)N2Cc1nnnn1C1CCCC1 (stereo not given) | 97
CCOC(=O)c1c(C)n(Cc2ccco2)c2ccc(OC)cc12 | 83
COc1cc2c3c(c1OC)-c1cc(O)ccc1CC3NCC2 (stereo not given) | 94
CC1=CC(C)C(COC(N)=O)(COC(N)=O)C(C)C1 (stereo not given) | 104

(more compounds)
SMILES | SKBR3 24h inh
COc1ccc(Cn2c(O)c(C=NCCN3CCOCC3)c(=O)[nH]c2=O)cc1 | 90
NC(=O)OCCSc1nnc(-c2cccc(C(N)=S)c2)o1 | 96
CCn1c(O)c(C=NCc2cccs2)c(=O)[nH]c1=O | 93
Cc1ccc(O)c(CN2CCN(c3ccccc3)CC2)c1 | 87
CCCCCn1c(=O)c(C(=O)Nc2ccncc2)c(O)c2ccccc21 | 115
COc1ccc(CC2C(=O)NC(=O)NC2=O)c(OC)c1 | 88
Cn1c(O)c(C=NC2CC3CCC2(C)C3(C)C)c(=O)[nH]c1=O (stereo not given) | 85
O=C(NC1(C(F)(F)F)Oc2ccccc2O1)N1CCC2(CC1)OCCO2 | 96
COC(=O)C(O)(c1c(C)[nH]n(-c2ccccc2)c1=O)C(F)(F)F (stereo not given) | 84
C=CCN1C(=O)C2(C(C(=O)OCC)=C(N)Oc3ccccc32)C2=C1CCCC2=O (stereo not given) | 98
COc1ccc2c(c1)CC1(CN2C)C(=O)NC(=O)N(c2ccc(C)cc2)C1=O (stereo not given) | 83
CCCc1nc2ccccc2c(=O)n1-c1cccc(OC)c1 | 91
O=C(C(Cc1ccccc1)NS(=O)(=O)c1ccc(F)cc1)N1CCC2(CC1)OCCO2 (stereo not given) | 79
CCC(=NCC1CCCO1)c1c(O)[nH]c(=O)[nH]c1=O (stereo not given) | 117
N[C@@H](Cc1c[nH]c2ccccc12)c1nnc(SCc2ccc(Cl)cc2)o1 | 87
CCCCn1c(O)c(C(C)=Nc2ccc(OCC)cc2)c(=O)[nH]c1=O | 80
CC(C)(C)OC(=O)c1c(N)n(Cc2ccco2)c2nc3ccccc3nc12 | 77
CN(C=O)CP(=O)(O)CN(C)C=O | 95
O=C(c1ccccc1)c1cn(CC(=O)N2CCOCC2)c2ccccc12 | 94
CCCCn1c(O)c(C(CC)=NCc2ccc3c(c2)OCO3)c(=O)[nH]c1=O | 90
C=CCn1c(O)c(C=Nc2ccc(N(CC)CC)cc2)c(=O)[nH]c1=O | 97
CCC(=NCCCO)c1c(O)n(-c2ccc(OC)cc2)c(=O)[nH]c1=O | 88
CCOc1cc(C(=O)N2CCC3(CC2)OCCO3)cc(OCC)c1OCC | 102
Cc1ccc(C2(O)CCN3CCCCC32)cc1 (stereo not given) | 81
Cc1cc(Cl)ccc1OC(C)C(=O)O (stereo not given) | 98
CC(Cc1ccccc1)[n+]1cc(/N=C(\[O-])N(C)C)on1 (stereo not given) | 86
Clc1ccc2c(N3CCNCC3)ccnc2c1 | 88
CCCCCCn1c(=O)c(C(=O)Nc2c(C)n(C)n(-c3ccccc3)c2=O)c(O)c2ccccc21 | 102
Cc1nc2ccccc2c(=O)n1-n1cnnc1 | 106
CC(=O)NC1CC2CCCC(C1)N2 (stereo not given) | 94
CCN(CC)C(=O)c1ccc(NC(=O)c2cc(-n3cnnc3)ccc2Cl)cc1 | 106
COc1cc2nc(CN3CC=C(c4ccccc4)CC3)[nH]c(=O)c2cc1OC | 62
NCC(O)c1ccc(O)cc1 (stereo not given) | 97
CCc1nc2ccccc2c(=O)n1-c1cccc(OC)c1 | 90
CCC(C(=O)N1CCC2(CC1)OCCO2)c1ccccc1 (stereo not given) | 81
CC(=O)C1=C(C)OC(N)=C(C(=O)OC(C)C)C12C(=O)Nc1ccccc12 (stereo not given) | 85
[N-]=[N+]=CC(=O)OC[C@H](N)C(=O)O | 82
CCCN(CC#CCO)CCC | 95
CN1C[C@H](CNC(=O)OCc2ccccc2)C[C@@H]2c3cccc4c3c(cn4C)C[C@H]21 | 105
Cn1nc(-c2ccc(OCC(=O)N3CCN(Cc4ccccc4)CC3)cc2)c2ccccc2c1=O | 100&89

Ordered by length of the SMILES (largest number first): some entries from above
SMILES | SKBR3 24h inh
O=C(c1cc(Br)ccc1Cl)N1CCC2(CC1)OCCO2 | 85
O=C(O)CP(=O)(O)c1ccc(Cl)cc1 | 103
OCCNc1c2c(nc3ccccc13)CCCC2 | 84

Further structures follow:
SMILES | SKBR3 24h inh
O=C1N(CN2CCOCC2)c2ccccc2C1(O)c1c[nH]c2ccccc12 (stereo not given) | 92
CP(=O)(O)CCCN | 69
CN(C)CCN=Cc1c(O)n(-c2cccc(C(F)(F)F)c2)c(=O)[nH]c1=O | 98
Cc1cc(N2C(=O)C3CCCN3C2c2cccc(Cl)c2)no1 (stereo not given) | 104
CCC(C)NC(=O)c1c(N)n(CCCOC)c2nc3ccccc3nc12 (stereo not given) | 74
CCCCc1nc(N2CCNCC2)c(C#N)c2c1CSC(C)(C)C2 | 89
CCCCn1c(O)c(C(C)=Nc2ccc(C(=O)O)cc2)c(=O)[nH]c1=O | 74
CN1CCN(C(=O)COc2ccc(C(C)(C)C)cc2Br)CC1 | 93
Cc1c2ccncc2c(C)c2c1[nH]c1ccccc12 | 97
O=c1cccc2n1CC1CC2CN(Cc2cccc(Cl)c2Cl)C1 (stereo not given) | 95
CCC(=NCc1ccc2c(c1)OCO2)c1c(O)n(C2CCCCC2)c(=O)[nH]c1=O | 112
COCCOC(=O)c1c(N)n(Cc2ccco2)c2nc3ccccc3nc12 | 80
CN1CC=C2C(C#N)=C(N)C(C#N)(C#N)C(c3ccncc3)C2C1 (stereo not given) | 100
O=C(C1CCCO1)N1CCC2(CC1)OCCO2 (stereo not given) | 109
COCCOC(=O)C1=C(N)OC(C)=C(C(=O)OC)C12C(=O)Nc1ccccc12 (stereo not given) | 76
CCOC(=O)C1C(=O)N(C)C2(C)CC1c1cc(OC)ccc1O2 (stereo not given) | 91
CCC(=NCCN1CCCCC1)c1c(O)n(C)c(=O)n(C)c1=O | 90
CCCCCCn1c(O)c(C=NCCN2CCCCC2)c(=O)[nH]c1=O | 78
COc1ccccc1CN1CCN(C(=O)COc2ccccc2)CC1 | 95
COc1ccc(Cc2nccc3cc(OC)c(OC)cc23)cc1OC | 84
COc1cccc(N2C(=O)NC(=O)C3(Cc4cc(C)ccc4N(C)C3)C2=O)c1 (stereo not given) | 101
CC(C)N(CCC(C(N)=O)(c1ccccc1)c1ccccn1)C(C)C (stereo not given) | 102
CCCCn1c(O)c(C(CC)=NCCN2CCCCC2)c(=O)[nH]c1=O | 89
COc1ccccc1N=C1SCCCN1C | 86
O=c1[nH]c(=O)n(Cc2ccco2)c(O)c1C=NCc1ccco1 | 97
CCOC(=O)C1=C(N)Oc2cc(C)oc(=O)c2C12C(=O)N1c3c(cccc32)C(C)=CC1(C)C (stereo not given) | 81
O=C(NCC(c1cccnc1)N1CCN(c2ccccc2)CC1)Oc1ccccc1 (stereo not given) | 83
Cc1nc2ccccc2c(=O)n1-c1ccc(F)cc1 | 99
COc1ccc(CCn2c(O)c(C=NCCCO)c(=O)[nH]c2=O)cc1OC | 89
O=C1C2CCCN2C(c2ccncc2)N1c1ccc(Cl)c(Cl)c1 (stereo not given) | 65
CCOC(=O)C1=C(C)OC(N)=C(C(=O)OCC)[C@@]12C(=O)N(CC(N)=O)c1ccccc12 | 99
CC12CN3CC(C)(CN(C1)C3c1cccs1)C2O (stereo not given) | 106

Entries shown so far that have sulfur (13):
SMILES | SKBR3 24h inh
O=C(CNS(=O)(=O)c1cccs1)N1CCC2(CC1)OCCO2 | 104
CN1CCc2nc3sc(C#N)c(N)c3c(-c3cccs3)c2C1 | 105
CCOC(=O)C1SC2(C(F)(F)C(F)F)CC1(O)c1c(c(OC)c3occc3c1OC)O2 (stereo not given) | 99
CCCNS(=O)(=O)c1ccc(OCC(=O)N2CCN(Cc3ccccc3)CC2)cc1 | 75
Cc1ccc(S(=O)(=O)N(C)CCCC(=O)N2CCN(c3ccccn3)CC2)cc1 | 115
N[C@@H](Cc1c[nH]c2ccccc12)c1nnc(SCc2ccccc2)o1 | 104
NC(=O)OCCSc1nnc(-c2cccc(C(N)=S)c2)o1 | 96
CCn1c(O)c(C=NCc2cccs2)c(=O)[nH]c1=O | 93
O=C(C(Cc1ccccc1)NS(=O)(=O)c1ccc(F)cc1)N1CCC2(CC1)OCCO2 (stereo not given) | 79
N[C@@H](Cc1c[nH]c2ccccc12)c1nnc(SCc2ccc(Cl)cc2)o1 | 87
CCCCc1nc(N2CCNCC2)c(C#N)c2c1CSC(C)(C)C2 | 89
COc1ccccc1N=C1SCCCN1C | 86
CC12CN3CC(C)(CN(C1)C3c1cccs1)C2O (stereo not given) | 106
